HDAC3 inhib – HDAC3 deacetylase inhibitors, primary screen, biochemical, fluorescence, cell-free homogeneous; inhibition, % at 8.3 µM; 0.15% of 320,000 active; AID 2718, 2010; recombinant HDAC3, fluorogenic peptide/trypsin coupled; Histone deacetylase 3 (Homo sapiens), O15379; in the data active = inhibition above about 26%, passing the limit was not always enough
DYRK1A inh – rat Dyrk1A kinase inhibitors, primary screen, biochemical, single point, plate reader; 0.43% of 310,000 active; inhibition, % at 12.5 µM; ADP-Glo luminescence, NFATc1 peptide; in the data active = inhibition above about 50%;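 note: plate controls were vehicle with enzyme for no effect and no enzyme for full effect; many of its hits are not listed in these tables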
TMEM16A inh – TMEM16A chloride channel inhibitors, primary screen, cell-based, HTS | 1.2% of 310,000 active | HEK293 TMEM16A/YFP iodide influx fluorescence, ionomycin | normalized B-score (activity score, 25-100; higher = stronger inhibition) at 10 µM | AID 588511, 2011 | Anoctamin-1 (Mus musculus), Q8BHY3;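 active = ratio plate-corrected score three or more library SD toward inhibition, starting fluorescence score within five deviations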;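 note: score derived from kinetic fluorescence span divided by baseline fluorescence per well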
TMEM16A act – TMEM16A chloride channel activators or potentiators, primary screen, cell-based, HTS. Anoctamin-1 (Mus musculus), Q8BHY3. HEK293 TMEM16A/YFP-H148Q/I152L, iodide quench fluorescence; stronger effect = lower value. B-score at 10 µM. 0.3% of 340,000 active;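 active = fluorescence-ratio B-score plate-corrected deviation score at least 3 library SD below zero, with starting fluorescence score within 5 deviations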;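 note: channel opened by trigger with iodide after compound preincubation; score built on the fluorescence ratio of max minus min over baseline; more negative score means more quench and so TMEM16A activation or potentiation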
KCNK3 block – human KCNK3 channel inhibitors, primary screen, CHO cells, FluxOR thallium flux, B-score; Potassium channel subfamily K member 3 (Homo sapiens), O14649; FluxOR fluorescence; stronger effect = lower value; B-score at 10 µM; 0.84% of 340,000 active; AID 602410, 2012;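 active = B-score under library mean minus 4 SD, starting fluorescence ratio at most library mean plus 5 SD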;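 note: more negative B-score means stronger inhibition of thallium flux through KCNK3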
Target sequence (O14649 whole entry, looked up): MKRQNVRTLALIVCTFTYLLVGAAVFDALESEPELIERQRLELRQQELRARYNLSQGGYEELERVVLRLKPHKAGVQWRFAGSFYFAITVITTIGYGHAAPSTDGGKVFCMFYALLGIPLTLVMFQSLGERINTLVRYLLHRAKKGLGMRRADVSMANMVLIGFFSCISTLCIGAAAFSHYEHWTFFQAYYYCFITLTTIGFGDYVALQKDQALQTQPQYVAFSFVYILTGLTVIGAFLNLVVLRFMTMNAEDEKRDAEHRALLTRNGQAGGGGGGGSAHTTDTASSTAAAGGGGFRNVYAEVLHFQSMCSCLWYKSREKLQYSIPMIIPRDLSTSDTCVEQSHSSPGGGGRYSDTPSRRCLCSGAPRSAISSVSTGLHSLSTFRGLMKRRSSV
KCNK9 inh – KCNK9 potassium channel inhibitors, primary screen, HEK293 cells, thallium flux; Potassium channel subfamily K member 9 (Homo sapiens), Q9NPC2; FluxOR thallium flux fluorescence; stronger effect = lower value; B-score at 10 µM; 1.2% of 310,000 active; AID 488922, 2010;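 active = ratio B-score over 3 SD below the library mean, with starting fluorescence within 5 SD of its mean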;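 note: negative B-score means less thallium flux so channel inhibition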
Target sequence (Q9NPC2 whole entry, looked up): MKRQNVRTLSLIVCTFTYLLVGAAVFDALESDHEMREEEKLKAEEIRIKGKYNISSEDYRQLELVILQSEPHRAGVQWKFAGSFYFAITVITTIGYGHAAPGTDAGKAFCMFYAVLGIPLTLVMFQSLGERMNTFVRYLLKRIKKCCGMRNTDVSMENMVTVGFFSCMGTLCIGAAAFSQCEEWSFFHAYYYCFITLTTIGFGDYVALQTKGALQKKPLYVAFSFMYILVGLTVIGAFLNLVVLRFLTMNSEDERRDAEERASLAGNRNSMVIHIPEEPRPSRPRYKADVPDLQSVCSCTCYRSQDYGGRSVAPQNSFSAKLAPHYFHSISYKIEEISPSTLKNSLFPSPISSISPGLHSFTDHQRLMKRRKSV
KCNQ1 inh – inhibitors of human KCNQ1 channel, primary screen, cell-based, thallium flux, high-throughput; CHO-K1 KCNQ1, FluxOR thallium flux fluorescence; stronger effect = higher value; 1.3% of 310,000 active; B-score at 10 µM; Potassium voltage-gated channel subfamily KQT member 1 (Homo sapiens), P51787;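 active = compounds whose thallium flux B-score, printed positive for inhibition, exceeds three library SD while starting fluorescence stays within three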;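 note: channel opened by potassium depolarization with thallium stimulus after 20 min compound exposure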
TRPC4 PAM – positive allosteric modulators of TRPC4, primary screen, cell-based, mouse TRPC4beta, HEK293 mu-opioid, Fluo-4 calcium. Short transient receptor potential channel 4 (Mus musculus), Q9QUQ5. DAMGO EC20, Fluo-4 Ca2+ flux; stronger effect = higher value. B-score at 10 µM. 0.42% of 310,000 active;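 active = B-score of calcium response area above 5 SD of library B-scores, with initial fluorescence ratio within 5 SD of library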;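 note: B-score of integrated fluorescence ratio over time as area under calcium response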
hERG rescue – hERG rescue from dofetilide block, primary screen, cell-based, CHO-hERG, FluxOR thallium flux, dofetilide IC70; Voltage-gated inwardly rectifying potassium channel KCNH2 (Homo sapiens), Q12809; AID 1511, 2009; activation (rescue from dofetilide block), less the hit threshold, % at 10 µM; dofetilide IC70 present; 0.51% of 310,000 active;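 active = activation above the mean of controls blocked by dofetilide plus 5 SD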;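 note: thallium influx through hERG after potassium depolarization seen as dye fluorescence rise; in these data hits start at about 4.7%; inactives centre near -7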
TRPC4 agonist – activators of mouse TRPC4 channel, primary screen, Fluo4 calcium, HEK293 TRPC4beta/mu-opioid cells; Short transient receptor potential channel 4 (Mus musculus), Q9QUQ5; Fluo4 calcium fluorescence; stronger effect = higher value; B-score at 10 µM; 0.49% of 310,000 active;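 active = B-score above 5 SD of library B-scores, and initial fluorescence ratio not above library mean plus 5 SD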;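 note: positive B-score marks a calcium rise read as TRPC4 activation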
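Material: HEK293 stable line with TRPC4beta plus mu-opioid receptor; technique: Fluo4 calcium-sensitive dye fluorescence, kinetic, 1 Hz baseline; timing: Fluo4 dye loading 45 min at room temperature, 110 s recording; controls: assay buffer as low control, maximal DAMGO as high control; read-out: integrated baseline-normalised fluorescence ratio, converted to per-well B score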
KCNQ1 pot – potentiators or activators of KCNQ1 channel, primary screen, cell-based, thallium flux, high-throughput; AID 2648, 2010; 0.35% of 310,000 active; CHO-K1 KCNQ1, thallium flux FluxOR fluorescence; stronger effect = higher value; B-score at 10 µM;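 active = fluorescence ratio B-score, a plate-corrected score, at least three library SD, with initial intensity B-score within 5 SD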
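System: Stable KCNQ1 CHO-K1 line | Incubation: 90 min dye loading and 20 min compound exposure, both at room temperature | Measure: Ratio B score | Medium: Assay buffer for compound exposure, DMSO matched across wells | Compound dosing: Single-concentration screen | Probe or stimulus: K+/Tl+ depolarizing stimulus | Measured by: Kinetic FluxOR fluorescence, 10 s baseline plus 110 s post-stimulus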
Active calls of the source: *. A portion of the library; the hit share may differ from the screen's.

Screening CCCc1cc(=O)oc2c(C)c(OC(C)C(=O)NCc3ccccn3)ccc12 (stereo not given) returned HDAC3 inhib -3, DYRK1A inh 0, TMEM16A inh inactive, TMEM16A act inactive, KCNK3 block inactive, KCNK9 inh inactive, KCNQ1 inh inactive, TRPC4 PAM inactive, hERG rescue -6, TRPC4 agonist inactive and KCNQ1 pot inactive.
For O=C(Cn1nnc(-c2ccccc2-n2cnnn2)n1)NCc1ccccc1 the results were HDAC3 inhib 6, DYRK1A inh 0, TMEM16A inh inactive, TMEM16A act inactive, KCNK3 block inactive, KCNK9 inh inactive, KCNQ1 inh inactive, TRPC4 PAM inactive, hERG rescue -1, TRPC4 agonist inactive and KCNQ1 pot inactive.
Cc1ccc2nc(SCC(=O)Nc3cc(C(F)(F)F)ccc3N3CCOCC3)[nH]c2c1 was read as HDAC3 inhib 12, DYRK1A inh 2, TMEM16A inh inactive, TMEM16A act inactive, KCNK3 block inactive, KCNK9 inh inactive, KCNQ1 inh inactive, TRPC4 PAM inactive, hERG rescue 2, TRPC4 agonist inactive and KCNQ1 pot inactive.
Cc1cc(Cl)ccc1OCCCC(=O)N1CCN(C(=O)c2ccco2)CC1 was read as HDAC3 inhib -1, DYRK1A inh -2, TMEM16A inh inactive, TMEM16A act inactive, KCNK3 block inactive, KCNK9 inh inactive, KCNQ1 inh inactive, TRPC4 PAM inactive, hERG rescue -7, TRPC4 agonist inactive and KCNQ1 pot inactive.
Screening Cc1cc2oc(=O)cc(CN3CCC(C)CC3)c2cc1Cl returned HDAC3 inhib 2, DYRK1A inh 3, TMEM16A inh inactive, TMEM16A act inactive, KCNK3 block inactive, KCNK9 inh inactive, KCNQ1 inh inactive, TRPC4 PAM inactive, hERG rescue -15, TRPC4 agonist inactive and KCNQ1 pot inactive.
COCCNC(=O)c1snc2ccc(Cl)cc12 was read as HDAC3 inhib -1, DYRK1A inh 13, TMEM16A inh inactive, TMEM16A act inactive, KCNK3 block inactive, KCNK9 inh inactive, KCNQ1 inh inactive, TRPC4 PAM inactive, hERG rescue -9, TRPC4 agonist inactive and KCNQ1 pot inactive.
CCOC(=O)c1c(S(=O)(=O)NCC(=O)Nc2ccc(F)cc2F)c(C)n(C)c1C was read as HDAC3 inhib 0, DYRK1A inh -3, TMEM16A inh inactive, TMEM16A act inactive, KCNK3 block inactive, KCNK9 inh inactive, KCNQ1 inh inactive, TRPC4 PAM inactive, hERG rescue -3, TRPC4 agonist inactive and KCNQ1 pot inactive.
COc1ccc(S(=O)(=O)N(C(C)=O)c2ccc(OC(C)=O)c3ccccc23)cc1[N+](=O)[O-] was read as HDAC3 inhib 11, DYRK1A inh 4, TMEM16A inh inactive, TMEM16A act inactive, KCNK3 block inactive, KCNK9 inh inactive, KCNQ1 inh inactive, TRPC4 PAM inactive, hERG rescue -12, TRPC4 agonist inactive and KCNQ1 pot inactive.
O=C1Nc2ccccc2C1c1ncc(C(F)(F)F)cc1Cl (stereo not given) was read as HDAC3 inhib -2, DYRK1A inh -2, TMEM16A inh inactive, TMEM16A act inactive, KCNK3 block inactive, KCNK9 inh inactive, KCNQ1 inh inactive, TRPC4 PAM inactive, hERG rescue -5, TRPC4 agonist inactive and KCNQ1 pot inactive.
Screening O=C(COc1ccc(S(=O)(=O)N2CCCCC2)cc1Cl)N1CCCC1 returned HDAC3 inhib -4, DYRK1A inh -6, TMEM16A inh inactive, TMEM16A act inactive, KCNK3 block inactive, KCNK9 inh inactive, KCNQ1 inh inactive, TRPC4 PAM inactive, hERG rescue -3, TRPC4 agonist inactive and KCNQ1 pot inactive.
Screening Cc1ccc(NC(=O)Cn2cccc2C2=NC(c3ccccc3)CO2)cc1C (stereo not given) returned HDAC3 inhib 1, DYRK1A inh -8, TMEM16A inh inactive, TMEM16A act inactive, KCNK3 block inactive, KCNK9 inh inactive, KCNQ1 inh inactive, TRPC4 PAM inactive, hERG rescue -10, TRPC4 agonist inactive and KCNQ1 pot inactive.
`Cc1ccc(CCNC(=O)C2CCN(S(=O)(=O)N3CCC4(CC3)OCCO4)CC2)cc1` gave HDAC3 inhib 6, DYRK1A inh 4, TMEM16A inh inactive, TMEM16A act inactive and KCNK3 block inactive.
For CN(C)C(CNC(=O)c1cccc(OC(F)F)c1)c1ccco1 (stereo not given) the results were HDAC3 inhib -14, DYRK1A inh -5, TMEM16A inh inactive, TMEM16A act inactive, KCNK3 block inactive, KCNK9 inh inactive, KCNQ1 inh inactive, TRPC4 PAM inactive, hERG rescue -10, TRPC4 agonist inactive and KCNQ1 pot inactive.
`CCCc1cc(=O)oc2c(C)c(OS(C)(=O)=O)ccc12` gave HDAC3 inhib 4, DYRK1A inh 4, TMEM16A inh inactive, TMEM16A act inactive, KCNK3 block inactive, KCNK9 inh inactive, KCNQ1 inh inactive, TRPC4 PAM inactive, hERG rescue -2, TRPC4 agonist inactive and KCNQ1 pot inactive.
For CCN(CC)C(=O)Cn1cc(C(=O)C(=O)NCCCN2CCCCC2)c2ccccc21 the results were HDAC3 inhib 0, DYRK1A inh 2, TMEM16A inh inactive, TMEM16A act inactive, KCNK3 block inactive, KCNK9 inh inactive, KCNQ1 inh inactive, TRPC4 PAM inactive, hERG rescue -7, TRPC4 agonist inactive and KCNQ1 pot inactive.
Screening Cc1ccc(NC(=S)NNC(=O)Nc2ccccc2)cc1 returned HDAC3 inhib -1, DYRK1A inh -1, TMEM16A inh inactive, TMEM16A act inactive, KCNK3 block inactive, KCNK9 inh inactive, KCNQ1 inh inactive, TRPC4 PAM inactive, hERG rescue 2, TRPC4 agonist inactive and KCNQ1 pot inactive.
Nc1nnc(SCC(=O)N2CCN(Cc3ccccc3)CC2)s1 was read as HDAC3 inhib 3, DYRK1A inh -2, TMEM16A inh inactive, TMEM16A act inactive, KCNK3 block inactive, KCNK9 inh inactive, KCNQ1 inh inactive, TRPC4 PAM inactive, hERG rescue -6, TRPC4 agonist inactive and KCNQ1 pot inactive.
O=C(c1cccs1)N1CCN(c2ccc([N+](=O)[O-])cc2F)CC1 was read as HDAC3 inhib 4, DYRK1A inh -1, TMEM16A inh inactive, TMEM16A act inactive, KCNK3 block inactive, KCNK9 inh inactive, KCNQ1 inh inactive, TRPC4 PAM inactive, hERG rescue -10, TRPC4 agonist inactive and KCNQ1 pot inactive.
COc1ccc(OC)c(/C=C/c2[nH]c(=O)[nH]c(=O)c2[N+](=O)[O-])c1 was read as DYRK1A inh 9, TMEM16A act inactive, KCNK3 block inactive, KCNK9 inh inactive, KCNQ1 inh inactive, TRPC4 PAM inactive, hERG rescue -2, TRPC4 agonist inactive and KCNQ1 pot inactive.
Screening CCOc1c(N2CCCCC2)c(=O)c1=O returned HDAC3 inhib 3, DYRK1A inh -2, TMEM16A inh inactive, TMEM16A act inactive, KCNK3 block inactive, KCNK9 inh inactive, KCNQ1 inh inactive, TRPC4 PAM inactive, hERG rescue -12, TRPC4 agonist inactive and KCNQ1 pot inactive.
Screening CCOc1ccc(CN(C)C(C)C(=O)Nc2ccc([N+](=O)[O-])cc2Cl)cc1OC (stereo not given) returned HDAC3 inhib -2, DYRK1A inh -9, TMEM16A inh inactive, TMEM16A act inactive, KCNK3 block inactive, KCNK9 inh inactive, KCNQ1 inh inactive, TRPC4 PAM inactive, hERG rescue -17, TRPC4 agonist inactive and KCNQ1 pot inactive.
`Cc1ccc(NS(=O)(=O)c2cc(C(=O)N3CCN(C)CC3)ccc2C)cc1` gave HDAC3 inhib -1, DYRK1A inh 5, TMEM16A inh inactive, TMEM16A act inactive, KCNK3 block inactive, KCNK9 inh inactive, KCNQ1 inh inactive, TRPC4 PAM inactive, hERG rescue -4, TRPC4 agonist inactive and KCNQ1 pot inactive.
S=c1[nH]nc(-c2cccc(Br)c2)o1 was read as HDAC3 inhib -4, DYRK1A inh 18, TMEM16A inh inactive, TMEM16A act inactive, KCNK3 block inactive, KCNK9 inh inactive, KCNQ1 inh inactive, TRPC4 PAM inactive, hERG rescue -7, TRPC4 agonist inactive and KCNQ1 pot inactive.
Screening COc1ccc(N2CCN(C(=O)CNC(=O)c3ccc(C(C)(C)C)cc3)CC2)cc1 returned HDAC3 inhib -5, DYRK1A inh -2, TMEM16A inh inactive, TMEM16A act inactive, KCNK3 block inactive, KCNK9 inh inactive, KCNQ1 inh inactive, TRPC4 PAM inactive, hERG rescue -11, TRPC4 agonist inactive and KCNQ1 pot inactive.
`Cc1cc(OC(C)C(=O)NC(Cc2c[nH]c3ccc(O)cc23)C(=O)O)c2c(C)cc(=O)oc2c1` (stereo not given) gave HDAC3 inhib -4, DYRK1A inh 3, TMEM16A inh inactive, TMEM16A act inactive, KCNK3 block inactive, KCNK9 inh inactive, KCNQ1 inh inactive, TRPC4 PAM inactive, hERG rescue -4, TRPC4 agonist inactive and KCNQ1 pot inactive.
O=C(NCc1cccnc1)/C(=C\c1ccc(-c2cccc(Cl)c2)o1)S(=O)(=O)c1ccccc1 was read as HDAC3 inhib 11, DYRK1A inh 6, TMEM16A inh inactive, TMEM16A act inactive, KCNK3 block inactive, KCNK9 inh inactive, KCNQ1 inh inactive, TRPC4 PAM inactive, hERG rescue -4, TRPC4 agonist inactive and KCNQ1 pot inactive.
Screening COc1ccc(-n2nc([N+](=O)[O-])c(=NCCc3ccc(OC)c(OC)c3)n2O)cc1 returned HDAC3 inhib 0, DYRK1A inh -4, TMEM16A inh inactive, TMEM16A act inactive, KCNK3 block inactive, KCNK9 inh inactive, KCNQ1 inh inactive, TRPC4 PAM inactive, hERG rescue -6, TRPC4 agonist inactive and KCNQ1 pot inactive.
